Assay outcomes from PubChem.
H9c2 TAG inh – reduces triacylglycerol accumulation in H9c2 cells; Nile Red lipid (TAG) fluorescence; cells loaded with 200 µM oleic acid; inhibition, % at 12.5 µM; hit rate 0.66% among 230,000; AID 651582;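 active means pattern-corrected inhibition of lipid staining of at least 50% with the nuclear-stain viability signal not falling by more than 50%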;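 further: 0% = DMSO wells and 100% = triacsin C control wells; some results filed as inactive read as strong as hits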
H9c2 TAG inh DAPI viability – also measured in H9c2 TAG inh; calls as there; DAPI nuclei signal change (viability), lower = more cytotoxic, %;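 whole-well DAPI fluorescence read on a plate reader as a viability signal; minus 50 percent equals half of cells still viable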
The depositor's hits bear a star; i = inactive. The list is partial; rates above refer to the full screens.

SMILES	H9c2 TAG inh	H9c2 TAG inh DAPI viability
O=C(NCC1CCCO1)c1cccc(S(=O)(=O)Nc2ccc(SC(F)F)cc2)c1 (stereo not given)	-8	4
N#CC1=C(N)C2=CCCC[C@H]2[C@H](c2cccc(F)c2)C1(C#N)C#N	3	15
COc1ccccc1NC(=S)N1CCC(C(=O)c2ccc(F)cc2)CC1	9	1
C[C@H](NC(=O)c1nc[nH]c1C(=O)NC1CCN(C(=O)OC(C)(C)C)CC1)C(=O)OC(C)(C)C	-5	3
O=C(CSc1nc2ccccc2c(=O)[nH]1)N1CCN(c2ccccc2)CC1	18	-12
CNc1cncc(-c2ccc(OC)cc2)n1	2	18
CCOC(=O)C1CCN(Cc2ccc(O)c3ncccc23)CC1	60	-62
O=C(c1ccc2c(c1)OCCO2)N1CCN(c2ccccn2)CC1	-7	-4
O=C(NN=Cc1cc(Cl)ccc1[N+](=O)[O-])c1ccco1	2	0
O=c1c2ccccc2ncn1-c1ccc([N+](=O)[O-])cc1Cl	-3	-1
NC1(C#Cc2ccc3c(=O)c4ccccc4sc3c2)CCCCC1	19	8
Cc1ccc(S(=O)(=O)NN2C(=O)c3ccccc3NC2c2ccccc2)cc1 (stereo not given)	-5	4
CCc1ccccc1NC(=S)N(CCOC)C(C)c1ccco1 (stereo not given)	2	-5
Cc1ccsc1C1C2=C(CC(C)(C)CC2=O)Nc2ncnn21 (stereo not given)	-14	2
COC(=O)[C@@]1(C)CC[C@]2(C)CC[C@@]3(C)C(=CC(=O)C4[C@@]5(C)CC[C@H](O)C(C)(C)[C@@H]5CC[C@]43C)[C@H]2C1 (stereo not given in full)	-1	9
O=C(CCS(=O)(=O)c1ccc(Br)s1)NC1CCCC1	5	1
NC(=O)CC(NC(=O)c1ccccc1)c1ccc(NCc2ccccc2)c([N+](=O)[O-])c1 (stereo not given)	13	3
Cc1ccc(-c2nnc(N3CC(C)OC(C)C3)c3ccccc23)cc1 (stereo not given)	-1	1
O=C(NCc1ccco1)C1CCC(N2C(=O)C3C4CCC(C4)C3C2=O)CC1 (stereo not given)	-2	9
CCN1C(=C(C#N)C#N)C=Cc2ccccc21	5	-4
CCc1nc(N(CC)CC)c2oc3ccccc3c2n1	9	-5
CCOC(=O)c1ccc(NC(=S)NN)cc1	14	-18
COc1cccc(-c2nc(COc3ccc(Cl)cc3Cl)no2)c1	-4	2
CCCc1nnc(NC(=O)CCN2C(=O)c3ccccc3C2=O)s1	-5	6
CCC1(C)Cc2c(sc(NC(=S)NC(=O)c3ccccc3)c2C#N)CO1 (stereo not given)	-6	1
O=C(NCc1ccc(OC(F)(F)F)cc1)C1CC2Cn3c(nc4ccccc43)C2N1Cc1ccccc1 (stereo not given)	7	4
CC12CC(NC(=O)N1c1cccc(C(=O)N3CCN(c4ccccc4F)CC3)c1)c1ccccc1O2 (stereo not given)	3	-7
COc1cc2oc3cc(C#Cc4ccc(N)cc4)ccc3c(=O)c2cc1OC	12	78
Cc1ccc(S(=O)(=O)N(C)c2ccc(OC(=O)CN3C(=O)NC4(CCCC4)C3=O)cc2)cc1	-16	2
Cc1ccc([N+](=O)[O-])cc1NC(=O)CN1CCCCC1	2	1
O=C(Nc1ccc(Cl)cc1)N1CCC(CO)(Cc2ccccc2)CC1	7	-1
c1nc(NCc2ccc3c(c2)OCO3)c2cc(-c3ccc4c(c3)OCCO4)ccc2n1	-20	15
Cc1ccc(N2CC(=O)N(c3ccc(C)cc3)CC2=O)cc1	1	-1
Cc1cccc(C(=O)NCC(=O)N2CCN(S(=O)(=O)/C=C/c3ccccc3)CC2)c1	-7	0
O=C(c1cc([N+](=O)[O-])cc([N+](=O)[O-])c1)N1CCN(C(=O)c2ccco2)CC1	-4	-1
CCOc1ccc(CC(=O)Nc2c(C(N)=O)oc3ccc(Br)cc23)cc1OCC	-25	-5
O=[N+]([O-])c1ccccc1/C=N/NC1=NS(=O)(=O)c2ccccc21	15	-1
COC(=O)c1ccccc1NC(=S)N(Cc1ccc2c(c1)OCO2)Cc1cc2cc(OC)ccc2[nH]c1=O	0	12
CN(Cc1ccco1)C(=O)c1cccc(S(=O)(=O)N2CCN(Cc3ccccc3)CC2)c1	4	15
O=C1c2ccccc2C(Nc2ccccc2)N1c1ccc(Cl)cn1 (stereo not given)	6	-2
Nc1nnc(Cc2ccc(F)cc2)s1	10	-16
Cc1nn(Cc2ccc(C(=O)NN)o2)c(C)c1Cl	8	-5
Cc1ccc2c(c1)c(C1=NC(=S)NC1=O)c(O)n2C	14	-7
COc1ccc(CCNC(=O)CC2Oc3ccc(Cl)cc3NC2=O)cc1OC (stereo not given)	5	-4
COc1ccc(CC(=O)Nc2ccc(S(=O)(=O)N3CCOCC3)cc2)cc1	-8	3
CCN(C(=O)c1cn(C)c(=O)c2cc(OC)c(OC)cc12)c1cc(OC)ccc1OC	0	-3
Cc1ccsc1/C=N/Nc1ncc(Cl)cc1Cl	-3	11
COc1cc(/C=C/C(=O)OCC(=O)NC(=O)NC2CCCCC2C)ccc1OC(F)F (stereo not given)	5	-3
CC(=O)C1=C(C)NC(C)=C(C(C)=O)C1c1cccs1	-5	-2
O=C(OCC(=O)N1CCCC1)c1c[nH]c2ccccc12	-7	-3
COc1cc(/C=C/C(=O)OCC(=O)NCCN2C(=O)CSC2=O)ccc1OC(F)F	-5	4
O=C(CCCSc1nc2ccccc2[nH]1)NCc1ccccc1Cl	15	-6
CCCCOc1ccc(C(=O)NNC(=O)C2C3CCC(C3)C2C(=O)O)cc1 (stereo not given)	-6	1
Cc1ccc(-c2ccc(C(=O)O)[nH]2)cc1	1	5
O=C(NCCc1csc(-c2cccnc2)n1)c1ccc(Br)o1	9	-10
Cc1nn(CC(=O)Nc2cc(S(=O)(=O)N3CCOCC3)ccc2Cl)c(C)c1[N+](=O)[O-]	-3	2
O=C(/C=C/c1cccs1)Nc1scc(-c2ccccc2)c1C(=O)O	-2	-2
Cc1ccc(S(=O)(=O)NC(CCC(N)=O)C(=O)NCc2ccc3c(c2)OCO3)c(C)c1 (stereo not given)	16	7
Nc1ccc(S(=O)(=O)c2ccc(N3CCOCC3)c(N)c2)cc1	-18	6
Cc1cc(C)cc(NC(=O)CSc2nc(CSc3ccc(Cl)cc3)cc(=O)[nH]2)c1	-5	9

Next compounds
SMILES	H9c2 TAG inh	H9c2 TAG inh DAPI viability
OC(COc1ccccc1)CN1CCN(CC(O)COc2ccccc2)CC1 (stereo not given)	7	-2
CCCn1nnc(NC(=O)C(c2ccccc2)c2ccccc2)n1	12	-13
O=S(=O)(NCCC1CC1(Cl)Cl)c1ccccc1 (stereo not given)	-7	4
CCC(C)n1c(NC(=O)c2ccccc2)c(C#N)c2nc3ccccc3nc21 (stereo not given)	10	5
Cc1cc(NCc2ccncc2)ccc1Br	6	-8
Cc1ccc(NS(=O)(=O)c2ccc(C(=O)N3CCCC(C(F)(F)F)C3)cc2)cc1 (stereo not given)	-58	4
COc1cc(CN2C(=O)C(CCc3ccccc3)ON=C2c2cnccn2)cc(OC)c1 (stereo not given)	6	-8
O=C(Nc1nccs1)c1nc[nH]c1C(=O)N1CCc2ccccc2C1	0	-12
CCN(CC)S(=O)(=O)c1ccc(NN=C2CCN(C)CC2)c([N+](=O)[O-])c1	-8	-15
Cc1cc2cc(CNC(=O)c3ccc(S(=O)(=O)N4CCCCC4)cc3)ccc2[nH]1	20	9
COc1ccc(Nc2nc3ccc(C)cn3c(=O)c2/C=N/O)cc1	-25	i
CCOC(=O)CSc1nc(-c2ccccn2)ncc1OC	1	-3
CCCn1c(=S)[nH]c2ccc(C(F)(F)F)cc21	-10	1
O=C(NOCc1ccccc1)c1ccc(Cl)cc1Cl	8	-5
CCOC(=O)C1=C(C)NC(=O)CC1c1cc(OC)c(OC)cc1Br (stereo not given)	8	-10
Cc1ccc(NC(=O)CC(NCCN2CCOCC2)C(=O)O)cc1Cl (stereo not given)	21	-1
CC(C)C(NC(=O)c1ccc(F)cc1)C(=O)N1CCN(c2ccccn2)CC1 (stereo not given)	1	0
COc1ccc(CCNC(=O)C/C(C)=N/NC(=O)c2ccc(N)cc2)cc1OC	-5	12
O=[N+]([O-])c1cccc(Cl)c1CSc1ccccn1	-1	0
CCOC(=O)c1c(NC(=O)Cc2cccs2)sc(C(=O)NC2CCCC2)c1C	18	-10
COc1ccc(N(CCC#N)C(=O)/C(C#N)=C\c2cccs2)cc1	5	-10
COc1ccc(NC(=O)Nc2ccc3c(c2)C(=O)N([C@H](C)CO)C[C@H](C)[C@@H](CN(C)C(=O)Nc2ccc4c(c2)OCO4)O3)cc1	9	-3
COc1ccc(Cl)cc1Cn1c(C)c(C(=O)NCc2ccc(F)cc2)sc1=O	-11	-4
COc1ccccc1-n1nc(C)cc1N	-3	-4
CCOc1ccccc1NC(=S)Nc1ccc2cn[nH]c2c1	1	7
CC(=O)Nc1ccc(CN2CCN(Cc3ccc(C)cc3)C(CCO)C2)cc1 (stereo not given)	-10	4
CCN1CCN(CCCN(Cc2ccco2)C(=S)Nc2ccc(Cl)c(C)c2)CC1	-1	1
CCNC(=S)/C(=C(/[O-])c1ccc([N+](=O)[O-])cc1)[n+]1ccccc1	8	-4
COc1ccc(OC)c(S(=O)(=O)N2CCCC(C)C2)c1 (stereo not given)	-12	-7
CCOC(=O)C1CNc2cc(S(=O)(=O)CC)ccc2O1 (stereo not given)	5	-7
C#CCNCCS(=O)(=O)N(Cc1ccc(Br)cc1)[C@@H](C)C(=O)O	0	0
CCCNC(=O)c1ccc(N2CCC3(CC2)CC(c2ccccc2)=NO3)c([N+](=O)[O-])c1	-38	0
CC/C(C)=N/NS(=O)(=O)c1ccc(C)c([N+](=O)[O-])c1	3	3
Cc1cc(Cl)ccc1NC(=S)NCCC(c1ccccc1)c1ccccc1	16	-13
COc1ccc(OC)c(C(=O)CSc2nnc(-c3cccnc3)n2C)c1	9	-8
CC(N)c1csc(Nc2ccc(S(C)(=O)=O)cc2)n1 (stereo not given)	-10	8
O=C(NCC(c1ccco1)N1CCCC1)c1ccc(-n2cccn2)cc1 (stereo not given)	-11	5
COCCNC(=O)CN(C(=O)Cn1nnc2ccccc21)c1cc(C)cc(C)c1	-9	10
Brc1ccc(CSc2ccc3nnc(-c4cccnc4)n3n2)cc1	14	-11
O=C(NCCc1ccc(F)cc1)N1CCOCC1	6	8
CC(=O)c1nnn(-c2cccc(C#N)c2)c1C	-3	4
C/C(CCCO)=N/Nc1ccc([N+](=O)[O-])cc1[N+](=O)[O-]	-13	-6
O=C(COC(=O)C1CCN(c2ccc(C(F)(F)F)cn2)CC1)NCCc1ccccc1	-5	-1
COc1ccccc1CN(C)CC(=O)Nc1ccc(Cl)cc1F	-14	-3
Cc1ccc(OCC(=O)NS(=O)(=O)c2ccccc2)cc1	11	-7
CCC(C)NCCOCCOc1ccc(C)cc1OC (stereo not given)	4	6
COc1ccc(C(C(=O)NC2CCCCC2)N(C(=O)c2ccco2)c2ccc(-n3cnnn3)c(C)c2)cc1 (stereo not given)	-10	9
CCOc1ccccc1NC(=O)Cn1nnc(C(=O)Nc2ccc(C)cc2)c1N	7	-7
CC(C)c1[nH]c(=O)c(C#N)c2c1CSC(C)(C)C2	-18	-1
CCN(CC)c1ccc(/C=C2\CCC(/C=C(/C#N)C(=O)Nc3ccccc3F)=C2N2CCOCC2)cc1	91*	-4.5*
Cc1nc2cc(N3CCOCC3)c(NC(=O)C3CC3)cc2c(=O)n1Cc1ccccc1	-4	4
CC(=O)c1ccc(-c2[nH]c3ccccc3c2CCN2C(=O)c3ccccc3C2=O)cc1	14	1
Cc1cccc(NC(=O)c2ccc(S(=O)(=O)N3CCCCC3)cc2)n1	4	-9
O=C(NCc1ccc(F)cc1)c1cnccn1	-4	-5
CCCC(CNC(C)=O)(C1=CCCCC1)c1ccccc1 (stereo not given)	-17	1
CN1N=C(C(=O)N2CCc3c([nH]c4ccccc34)C2c2c(F)cccc2Cl)CCC1=O (stereo not given)	-4	-3
Cc1cc2c(cc1C)N(C(=O)CN1C(=O)c3ccccc3C1=O)C(C)(C)c1ssc(=S)c1-2	14	6
COc1ccc(CNC(=O)C[C@H]2C[C@H](C(=O)N3CCOCC3)[C@@]3(CCC4CCCC4)c4[nH]c5cc(CCC(=O)N(C)C)ccc5c4CCN3C2=O)cc1OC	12	3
Cc1cc(C)cc(NC(=O)CSc2nncn2-c2ccccn2)c1	4	1

16 structures already listed, ordered by length of the SMILES, lowest first.
SMILES	H9c2 TAG inh	H9c2 TAG inh DAPI viability
O=C(NCc1ccc(F)cc1)c1cnccn1	-4	-5
CC(=O)c1nnn(-c2cccc(C#N)c2)c1C	-3	4
CCCC(CNC(C)=O)(C1=CCCCC1)c1ccccc1 (stereo not given)	-17	1
COc1ccccc1CN(C)CC(=O)Nc1ccc(Cl)cc1F	-14	-3
Cc1ccc(OCC(=O)NS(=O)(=O)c2ccccc2)cc1	11	-7
CC(C)c1[nH]c(=O)c(C#N)c2c1CSC(C)(C)C2	-18	-1
Cc1cc(C)cc(NC(=O)CSc2nncn2-c2ccccn2)c1	4	1
Cc1cccc(NC(=O)c2ccc(S(=O)(=O)N3CCCCC3)cc2)n1	4	-9
CCOc1ccccc1NC(=O)Cn1nnc(C(=O)Nc2ccc(C)cc2)c1N	7	-7
O=C(COC(=O)C1CCN(c2ccc(C(F)(F)F)cn2)CC1)NCCc1ccccc1	-5	-1
CC(=O)c1ccc(-c2[nH]c3ccccc3c2CCN2C(=O)c3ccccc3C2=O)cc1	14	1
CN1N=C(C(=O)N2CCc3c([nH]c4ccccc34)C2c2c(F)cccc2Cl)CCC1=O (stereo not given)	-4	-3
Cc1cc2c(cc1C)N(C(=O)CN1C(=O)c3ccccc3C1=O)C(C)(C)c1ssc(=S)c1-2	14	6
CCN(CC)c1ccc(/C=C2\CCC(/C=C(/C#N)C(=O)Nc3ccccc3F)=C2N2CCOCC2)cc1	91*	-4.5*
COc1ccc(C(C(=O)NC2CCCCC2)N(C(=O)c2ccco2)c2ccc(-n3cnnn3)c(C)c2)cc1 (stereo not given)	-10	9
COc1ccc(CNC(=O)C[C@H]2C[C@H](C(=O)N3CCOCC3)[C@@]3(CCC4CCCC4)c4[nH]c5cc(CCC(=O)N(C)C)ccc5c4CCN3C2=O)cc1OC	12	3
